HTR1E agonist = agonists of human 5-HT1E serotonin receptor | P28566 | CHO 5-HT1E Ga15 NFAT-bla reporter, FRET; 0% DMSO wells, 100% control agonist wells | activation, % at 6 µM | 0.69% of 65,000 active;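 active = activation above a set limit, the screen-wide mean activation plus 3 SD, cut at about 8.5% in these data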;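 note: 100% = positive control agonist at 1 µM giving full maximal response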
Target sequence (P28566 whole entry, looked up): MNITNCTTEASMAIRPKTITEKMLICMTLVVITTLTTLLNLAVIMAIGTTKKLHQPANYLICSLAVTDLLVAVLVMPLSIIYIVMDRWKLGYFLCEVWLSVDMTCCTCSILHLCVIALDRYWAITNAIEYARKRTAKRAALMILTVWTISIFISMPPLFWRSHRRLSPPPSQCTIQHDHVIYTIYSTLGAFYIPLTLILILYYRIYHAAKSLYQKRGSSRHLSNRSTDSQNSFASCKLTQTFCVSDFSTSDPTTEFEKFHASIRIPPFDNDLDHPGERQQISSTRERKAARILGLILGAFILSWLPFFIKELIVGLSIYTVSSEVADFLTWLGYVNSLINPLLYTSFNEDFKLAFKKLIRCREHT
S1P3 agonist = S1P3 (human) receptor agonism | Q99500 | S1P3 NFAT-BLA reporter cells, FRET ratio; relative to 1 µM S1P, basal subtracted | activation, % at 4.5 µM | 0.1% of 60,000 active | AID 373;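 active = activation above the screen-wide mean plus 3 SD, cut at about 4.5% in these data, passing the limit was not always enough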; note: some compounds called inactive have numbers as strong as hits
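Assay system: stable CHO line with human S1P3, Gα16, NFAT-BLA reporter; Detection: FRET β-lactamase substrate fluorescence, excitation 405 nm, 460/535 nm emission ratio, background-subtracted; Read-out: percent activation versus median 1 µM S1P response, basal-subtracted, per plate; Incubation: cells plated overnight, compound 4 h 37 °C, substrate 2 h RT.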
5HT1E antag = antagonists of human 5-HT1E serotonin receptor. P28566. 0.99% of 65,000 active. CHO 5-HT1E Ga15 NFAT-bla reporter, FRET, antagonist. inhibition, % at 6 µM. AID 571;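 active = inhibition above a set limit, the mean inhibition across every tested compound plus 3 SD, cut at about 29% in these data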;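 note: signal is the 460 over 535 nm emission ratio of beta-lactamase substrate; 0% = agonist plus DMSO wells and 100% = wells without agonist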
Abs 340nm = compound absorbs light at 340 nm. compound absorbance at 340 nm, fold over control. fold change at 10 µM. 65,000 tested, under 10 active;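 active = at 10 µM dose, initial 340 nm absorbance at least 2 fold that of control wells; inactive = change under 2 fold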;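 note: initial absorbance extrapolated from kinetic A340 decline of NADH oxidation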
Autofluor 339 = intrinsic fluorescence of library compounds, ex339/em460 – biochemical, MLSMR library, data from DPM-DC assay, artefact control, profiling panel | compound autofluorescence, ex339/em460 nm, NADH buffer; active compounds read high; 1 = no-compound wells, NADH background | fluorescence fold increase at 10 µM | 5.5% of 65,000 active | AID 709;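 active = at 10 µM, mean starting fluorescence two-fold or more over control wells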;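 note: signal is the first read of a kinetic run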
S1P1 ag pot = activates or potentiates agonism at human S1P1 receptor. S1P1 CRE-bla cells, forskolin, beta-lactamase FRET, potentiator mode; S1P1 agonist co-added at EC20, 2 nM; 100% = saturating reference agonist, 0% = basal. activation, % at 9.5 µM. 0.57% of 56,000 active;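 active = activation above a cutoff set at the mean activation of all tested compounds plus 3 SD, cut at about 54% in these data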;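 note: forskolin at 4 µM as EC80 and the EC20 agonist is SEW2871; 100% = SEW2871 at its EC100 plus forskolin at EC80; some compounds past the cut are filed as inactive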
Target sequence (P21453 whole entry, looked up): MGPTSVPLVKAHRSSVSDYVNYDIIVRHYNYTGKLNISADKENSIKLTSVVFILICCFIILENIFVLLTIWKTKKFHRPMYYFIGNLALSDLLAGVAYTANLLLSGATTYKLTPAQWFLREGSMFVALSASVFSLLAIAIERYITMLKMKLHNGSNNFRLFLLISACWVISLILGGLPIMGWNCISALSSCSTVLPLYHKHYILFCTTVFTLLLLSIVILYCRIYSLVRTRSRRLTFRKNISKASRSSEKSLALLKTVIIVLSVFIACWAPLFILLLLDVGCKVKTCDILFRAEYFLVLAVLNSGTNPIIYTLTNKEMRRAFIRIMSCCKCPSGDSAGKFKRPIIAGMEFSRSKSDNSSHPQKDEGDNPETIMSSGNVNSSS
HER2 expr 66K = Her2 kinase expression inhibition. P04626. SKBR-3 HER2 protein level, AlphaScreen, 18-24 h; active compounds read low. HER2 level % of control, % at 10 µM. 0.69% of 65,000 active. AID 645;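 active = HER2 level under 5% of the carrier-only control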;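 note: 100% = DMSO carrier and 0% = 500 nM PU-H71 HSP90 inhibitor; lower value means stronger loss of Her2 protein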
5HT1a antag = antagonists of human 5-HT1a serotonin receptor. P08908. CHO 5-HT1a Ga15 NFAT-bla reporter, antagonist mode. inhibition, % at 10 µM. 0.68% of 62,000 active. AID 612;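 active = inhibition above the mean of all tested compounds plus 3 SD, cut at about 43% in these data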;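 note: receptor stimulated by 5-CT agonist at 100 nM near EC80; beta-lactamase reporter measured by ratiometric fluorescence of a cleavable substrate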
MMP13 inh = blocks human MMP13 activity; inhibition, % at 4 µM; MMP-13 fTHP FRET cleavage, Mca fluorescence; AID 570; 0.07% of 65,000 active; P45452;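 active = inhibition above the mean of compound-free control plate wells plus 3 SD, cut at about 14% in these data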;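 note: 0% = DMSO wells and 100% = wells with reference MMP-13 inhibitor after basal subtraction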
The depositor's hits bear a star; · = not tested or not shown.

1	CCOC(=O)c1cc(-c2ccc(F)cc2)n(CC(=O)N2CCCC2)c1C
2	Cc1sc2ncnc(OCC(=O)NCc3cccs3)c2c1C
3	O=C(C1CCCN(S(=O)(=O)c2cnc[nH]2)C1)N1CCN(Cc2ccccc2)CC1 (configuration not stated)
4	O=S1(=O)NC(=NC2CCCCCC2)c2ccccc21
5	CC1Cc2ccccc2N1C(=O)CSc1nc2cc3c(cc2cc1C#N)OCO3 (configuration not stated)
6	Cn1cnnc1SCc1ccc(-c2ccc(Br)cc2)o1
compound no.	1	2	3	4	5	6
HTR1E agonist	0.8	0.3	0.2	0.6	-0.7	0.3
S1P3 agonist	-0.3	0.3	-0.6	-0.1	-0.5	-0.5
5HT1E antag	-2.4	0.9	-3.9	11.2	-5.0	-3.0
Abs 340nm	0.99	1	1.04	1.04	1.01	0.98
Autofluor 339	1.11	1.01	1.07	1.05	1.23	1.04
S1P1 ag pot	5.0	11.4	-14.7	-1.6	42.5	14.5
HER2 expr 66K	97.8	110.6	78.8	106.8	100.5	97.8
5HT1a antag	-2.7	-9.5	-3.9	9.8	-0.9	20.3
MMP13 inh	-0.9	-2.0	-12.6	0.9	4.8	3.0

7	CS(=O)(=O)N1CCN(C(=O)c2ccc(F)cc2)CC1
8	CCCCCn1c2nc3ccccc3nc2c2c(=O)n(CC3CCCO3)c(C)nc21 (configuration not stated)
9	CC(=O)c1c(C)nn(CC(O)COc2ccc3c(c2)CCC3)c1C (configuration not stated)
10	C=CCn1c(-c2c[nH]c3ccccc23)n[nH]c1=S
11	CCC(=O)Nc1ccc(NC(=O)CSc2nnc(C(C)C)n2C)cc1
12	COc1ccc(/C(O)=C2/C(=O)C(=O)N(CCCN(C)C)C2c2ccccc2)cc1OC (configuration not stated)
compound no.	7	8	9	10	11	12
HTR1E agonist	-0.1	0.9	1.6	-0.6	0.2	-0.1
S1P3 agonist	-0.7	0.6	-0.7	-0.5	-1.1	3.5
5HT1E antag	1.0	5.8	-2.9	-0.2	-2.1	-8.8
Abs 340nm	0.99	1.03	1	1.02	1.02	1.08
Autofluor 339	1.09	3.99*	0.98	0.86	1.02	1.05
S1P1 ag pot	0.7	6.2	·	-9.6	-18.0	-12.6
HER2 expr 66K	125.7	100.0	90.2	95.4	93.6	108.5
5HT1a antag	0.7	-6.6	-4.5	15.0	-11.5	·
MMP13 inh	-9.3	-0.2	4.0	5.8	3.1	-11.8

13	CCCS(=O)(=O)N1CCC(C(=O)N2CCOCC2)CC1
14	CCOC(=O)C1C(=O)CC(C)(O)C(C(=O)OCC)C1c1ccccc1OC (configuration not stated)
15	CSc1ccccc1NC(=O)c1cccs1
16	Cc1cc(NC(=O)CSc2nnc(-c3ccoc3C)n2N)no1
17	COc1ccc2oc(C(=O)c3ccccc3)c(NC(=O)CN3CCN(C)CC3)c2c1
18	COc1ccc(NC(=O)C(C)NS(=O)(=O)c2ccccc2)cc1Cl (configuration not stated)
compound no.	13	14	15	16	17	18
HTR1E agonist	0.0	-0.9	0.0	0.1	0.7	-0.4
S1P3 agonist	-0.7	-2.1	-0.7	-1.1	-1.3	-0.3
5HT1E antag	-3.7	8.6	-9.2	-7.6	0.8	-2.4
Abs 340nm	1	1.03	1.02	1.05	1.12	0.99
Autofluor 339	1.14	1.1	1.05	1.1	1.12	1.04
S1P1 ag pot	-40.2	-29.6	3.8	-12.8	-2.4	-2.5
HER2 expr 66K	116.5	72.3	112.4	91.4	49.0	56.8
5HT1a antag	3.1	7.0	10.0	7.5	-17.3	-8.1
MMP13 inh	-7.6	6.5	-6.6	-0.5	-0.4	2.1

19	O=C(CN1C2=NCCN2c2ccccc21)c1ccc(Br)cc1
20	CCCN1C(=O)C(O)(CC(=O)c2cccc(OC)c2)c2ccccc21 (configuration not stated)
21	CC(=O)c1cccc(NC(=O)Cc2cccs2)c1
22	COc1ccccc1-c1ccc(=O)n(CC(=O)NCc2ccc3c(c2)OCO3)n1
23	Cc1ccc(OCCCn2c(CO)nc3ccccc32)cc1
24	Cc1ccc2nc(NC(=O)c3ccc(Cl)s3)sc2c1
compound no.	19	20	21	22	23	24
HTR1E agonist	0.1	0.2	0.5	-1.1	0.0	0.3
S1P3 agonist	0.7	-0.6	-1.0	0.1	-0.5	-0.3
5HT1E antag	11.0	-2.4	2.2	-0.3	4.7	-10.0
Abs 340nm	1.05	1.06	1.04	0.99	1.02	1.1
Autofluor 339	1.14	1.1	0.89	1.05	1.11	2.07*
S1P1 ag pot	1.2	3.8	-13.9	9.5	6.3	6.2
HER2 expr 66K	104.5	83.2	106.5	125.8	54.4	61.6
5HT1a antag	16.2	9.7	-1.1	-5.5	5.2	-15.3
MMP13 inh	4.6	-0.2	0.2	3.2	-0.7	-6.8

25	N#C/C(C(=O)c1ccccc1)=C1/CCCCCN1
26	CCC(C)OC(=O)C1=C(C)NC(=O)NC1c1ccc(F)cc1 (configuration not stated)
27	Cc1ccc(N2C(=O)Nc3ccc(Br)cc3C2(O)C(=O)NCCCN(C)C)cc1C (configuration not stated)
28	CCc1cc2c(N3CCCCC3)ncnc2s1
29	COc1ccc(C(=O)N2CCN=C2c2ccccc2)cc1OC
30	Cc1cc(C)n(-c2ccc(C(=O)Nc3ccc4c(c3)OCCO4)cc2)n1
compound no.	25	26	27	28	29	30
HTR1E agonist	0.0	-0.3	-0.1	-0.1	-0.6	-0.1
S1P3 agonist	-0.8	0.8	·	-1.2	0.3	-0.2
5HT1E antag	-12.2	-9.8	-1.1	2.7	-2.5	1.7
Abs 340nm	1.11	1.01	1.03	1.02	1.05	1.04
Autofluor 339	1.06	1.11	1.11	1.09	1.14	1
S1P1 ag pot	-11.1	-12.2	·	-17.1	-10.2	-9.9
HER2 expr 66K	90.6	93.5	75.9	96.5	96.6	108.7
5HT1a antag	-12.7	-9.1	-8.1	-3.0	-10.2	12.5
MMP13 inh	3.6	-30.4	-2.4	5.4	-0.5	-4.4

31	Cc1sc2ncnc(N3CCCCC3C)c2c1C (configuration not stated)
32	CCOC(=O)N1CCN(C(=O)c2cnn(-c3ccccc3)c2NC(=O)c2ccccc2F)CC1
33	O=C(NCc1cccs1)[C@@H]1CSC2c3ccccc3C(=O)N21 (some centres not stated)
34	CC(=O)NC1(c2nnnn2CCOC(=O)Nc2ccc(Cl)cc2)CCCCC1
35	CCCCn1c(SCc2c(C)noc2C)nc2cc(S(N)(=O)=O)ccc21
36	CCCc1nc(S(=O)(=O)Cc2ccc(Cl)cc2Cl)n[nH]1
compound no.	31	32	33	34	35	36
HTR1E agonist	-0.6	-0.8	0.2	0.2	-1.2	0.7
S1P3 agonist	-1.5	0.0	0.0	-1.1	-1.2	-1.3
5HT1E antag	6.9	-3.1	2.5	9.9	-11.4	-7.2
Abs 340nm	1.02	0.98	1.03	0.99	1.01	1.03
Autofluor 339	1.12	1.02	1.13	1.03	1.08	1.15
S1P1 ag pot	32.0	9.8	-5.6	13.2	42.5	23.7
HER2 expr 66K	99.9	120.6	100.4	99.2	-20.6*	92.5
5HT1a antag	8.9	11.1	-4.1	-2.8	12.5	-11.9
MMP13 inh	6.3	0.8	-3.2	-2.7	-4.8	2.3

Three compounds drawn at random from the list so far, as already listed:
35	CCCCn1c(SCc2c(C)noc2C)nc2cc(S(N)(=O)=O)ccc21
36	CCCc1nc(S(=O)(=O)Cc2ccc(Cl)cc2Cl)n[nH]1
32	CCOC(=O)N1CCN(C(=O)c2cnn(-c3ccccc3)c2NC(=O)c2ccccc2F)CC1
compound no.	35	36	32
HTR1E agonist	-1.2	0.7	-0.8
S1P3 agonist	-1.2	-1.3	0.0
5HT1E antag	-11.4	-7.2	-3.1
Abs 340nm	1.01	1.03	0.98
Autofluor 339	1.08	1.15	1.02
S1P1 ag pot	42.5	23.7	9.8
HER2 expr 66K	-20.6*	92.5	120.6
5HT1a antag	12.5	-11.9	11.1
MMP13 inh	-4.8	2.3	0.8

Next part
37	CCc1nnc(NC(=O)CSc2nc3c(cc2C#N)CCCC3)s1
38	COc1ccc(-n2c(Cn3nnc4ccccc43)nnc2SCC(=O)O)cc1
39	COc1ccc(N(C(=O)c2cccc(OC)c2OC)C2C=CS(=O)(=O)C2)c(OC)c1 (configuration not stated)
40	Cc1ccc(C)n1-c1ccc(N2CCOCC2)cc1
41	Cc1ccc2cc3c(N)c(C(=O)N4CCOCC4)sc3nc2c1
42	CCOC(=O)c1c(CN2CCCCC2C)oc2ccc(OC)cc12 (configuration not stated)
compound no.	37	38	39	40	41	42
HTR1E agonist	0.0	-1.1	-0.6	0.3	0.4	-0.1
S1P3 agonist	-0.3	-0.3	0.8	0.0	0.3	-1.2
5HT1E antag	6.5	4.9	-3.1	-2.2	-1.4	-3.4
Abs 340nm	1.07	0.96	1.01	0.99	1.06	1.01
Autofluor 339	1.78	1.09	1.13	1.01	1.1	1.22
S1P1 ag pot	·	-1.0	-9.1	-14.5	-16.4	2.2
HER2 expr 66K	83.2	133.4	151.8	53.8	107.2	89.8
5HT1a antag	8.0	-13.8	-3.4	0.1	-11.9	0.6
MMP13 inh	-4.7	0.3	-3.3	2.9	-12.1	-4.0

43	CCOC(=O)c1c(C)[nH]c(C(=O)COC(=O)CSCC(=O)N(CC)CC)c1C
44	CCn1cc(C2=NOC(C(=O)Nc3c(C)nn(Cc4ccc(F)cc4)c3C)C2)c(C)n1 (configuration not stated)
45	Nc1nonc1C(=O)NCCNCc1ccccc1OCc1ccccc1F
46	C/C(Cl)=C/Cn1c(N2CCCC2)nc2c1c(=O)n(C)c(=O)n2C
47	COc1ccccc1NC1=NC(c2ccc(Cl)cc2)N=C(N)N1 (configuration not stated)
48	Cc1nnc(NC(=O)CSC2CCCCC2)s1
compound no.	43	44	45	46	47	48
HTR1E agonist	0.8	0.3	-0.1	-0.9	-0.5	0.8
S1P3 agonist	-0.9	-1.4	-2.1	8.7*	·	-0.6
5HT1E antag	14.3	-0.2	3.9	7.2	2.6	-0.2
Abs 340nm	1.05	0.99	0.98	0.98	1.01	1.02
Autofluor 339	1.03	1.01	1.05	1.05	1.03	0.86
S1P1 ag pot	-4.6	-19.8	-2.4	-12.4	·	0.5
HER2 expr 66K	142.9	92.4	93.3	117.3	65.8	109.9
5HT1a antag	11.2	-5.0	33.6	13.4	11.4	-12.5
MMP13 inh	-3.9	1.8	-4.6	-2.2	4.3	0.5

Assay outcomes from PubChem BioAssay.
